# TDP1 cell CPT – growth inhibition of DT40 Tdp1-/-;hTDP1 cells with camptothecin (screen for TDP1 inhibitors). Potency, µM (titrated, usually from 46.2 µM), for inactives: at the top dose activity change, negative = growth inhibition, most hits filed as inhibitors. chicken DT40 Tdp1-/-;hTDP1 cells + 20 nM CPT, ATP luminescence, 48 h. actives 12% (n = 420,000); also: nearly all actives have a fitted effect of over 55% in size
#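 Chicken DT40 Tdp1-/- cells complemented with human TDP1, 400 cells/well, exposed to compounds plus 20 nM camptothecin for at least 48 h at 37 C; viability read as ATP content by CellTiter-Glo luminescence.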
# TDP1 cell noCPT – qHTS for Inhibitors of human tyrosyl-DNA phosphodiesterase 1 (TDP1): qHTS in cells in absence of CPT; AID 686978, 2013; DT40 Tdp1-/- hTDP1 cells, no CPT, ATP luminescence, 48 h; actives 15% (n = 420,000); Potency, µM (doses to about 46.2 µM), inactives show at the top dose activity change, negative = growth inhibition, hits mostly inhibitors; also: nearly all actives have a fitted effect of over 55% in size
#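 Chicken DT40 Tdp1-/- cells complemented with human TDP1, screened without camptothecin (DMSO vehicle only), 400 cells/well. Compounds pin-transferred, cells incubated at 37 °C for at least 48 hr. Growth read as ATP-dependent luminescence (CellTiter-Glo, 30 min at RT).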
# GCN5L2 inh – blocks human GCN5L2 histone acetyltransferase; Q92830; GCN5L2 HAT assay, ThioGlo1 CoA-SH fluorescence; Potency, µM (highest dose often 58.9 µM), inactives show top-dose activity change, negative = inhibition, actives largely listed as inhibitors; actives 0.21% (n = 390,000); AID 504327
# Target sequence (Q92830 whole entry, looked up): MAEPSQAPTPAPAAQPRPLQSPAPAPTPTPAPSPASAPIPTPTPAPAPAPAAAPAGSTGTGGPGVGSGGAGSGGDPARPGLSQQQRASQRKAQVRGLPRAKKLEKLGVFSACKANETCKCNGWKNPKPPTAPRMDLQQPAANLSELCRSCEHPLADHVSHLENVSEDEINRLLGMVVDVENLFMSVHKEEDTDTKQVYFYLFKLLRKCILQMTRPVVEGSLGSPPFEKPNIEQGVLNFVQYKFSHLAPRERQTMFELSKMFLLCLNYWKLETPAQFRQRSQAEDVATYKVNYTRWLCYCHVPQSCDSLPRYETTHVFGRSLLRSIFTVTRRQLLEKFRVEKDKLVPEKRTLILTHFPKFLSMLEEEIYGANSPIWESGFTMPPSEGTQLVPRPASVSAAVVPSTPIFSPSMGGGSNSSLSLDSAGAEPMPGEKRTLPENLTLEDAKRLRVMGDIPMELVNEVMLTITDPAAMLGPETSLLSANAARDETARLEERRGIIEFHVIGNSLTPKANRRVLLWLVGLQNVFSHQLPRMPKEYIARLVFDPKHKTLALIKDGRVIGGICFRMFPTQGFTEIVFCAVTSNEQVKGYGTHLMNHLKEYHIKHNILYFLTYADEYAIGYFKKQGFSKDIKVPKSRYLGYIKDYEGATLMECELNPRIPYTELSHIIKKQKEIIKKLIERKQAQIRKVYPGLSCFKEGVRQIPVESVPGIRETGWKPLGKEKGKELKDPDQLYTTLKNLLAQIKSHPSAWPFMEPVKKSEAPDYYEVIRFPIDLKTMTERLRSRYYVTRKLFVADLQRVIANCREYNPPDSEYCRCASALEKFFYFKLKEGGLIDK
#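 Enzyme at 20nM final was mixed with library compounds for 15 min at room temperature. Peptide H3(1-25) at 75uM, acetyl-CoA at 70uM and ThioGlo1 at 50uM were then added. Plates were read immediately and after 20 min (Ex340nm/Em540nm).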
# Numbers without * were called inactive; ? = inconclusive; / = no result given; & = joins results of further samples. Calls follow the shape of the dose curve; as a rule, active = well fitted curve in the direction sought with a large enough effect; inconclusive = small, poorly fitted or top-dose-only effect, or another doubt; inactive = no such curve, though single readings can be large; an effect the other way counts as inactive or inconclusive. % is scaled to controls: 0 for no effect and ±100 for the full control effect; potency is read from the fitted curve at half-maximal effect.
Structure | TDP1 cell CPT | TDP1 cell noCPT | GCN5L2 inh
Cc1ccc(NC(=O)N2CCSc3ccccc32)cc1 | -18% | -30% | -9%
Cc1ccc2nc(-c3ccc(NC(=O)c4ccccc4S(C)(=O)=O)cc3)sc2c1 | ? | 8.2µM* | 0%
COc1ccc(CN(C)C(=O)Cn2cc(C)c(=O)[nH]c2=O)cc1OC | -20% | -1% | /
O=S(=O)(NCCc1ccccn1)c1ccc(OC(F)(F)F)cc1 | -8% | -3% | 2%
Cc1cc(=O)[nH]c(-c2cccs2)n1 | 5% | -2% | -5%
CCOC(=O)C1CCN(C(=O)c2ccc3nc(-c4ccc(OC)cc4)c(-c4ccc(OC)cc4)nc3c2)CC1 | ? | ? | -16%
Cc1ccc2c(c1)C(c1ccc(F)cc1)N(C(=O)c1ccc(S(=O)(=O)N3CCCCC3)cc1)CC(=O)N2 (stereo unspecified) | 18µM* | ? | -3%
O=C(COC(=O)Cn1cnc2ccccc21)Nc1ccccc1C(F)(F)F | -2% | 17% | -1%
Cc1ccc(O)c(NC(=O)c2ccc(Br)c(S(=O)(=O)N3CCCCC3)c2)c1 | 9.2µM* | 5.2µM* | -19%
COc1ccc(CCNC(=O)c2cc3cccc4c3n2CC(C)S4)c(OC)c1OC (stereo unspecified) | 21µM* | 12µM* | -4%
CCOC(=O)C1(CCOc2ccccc2)CCN(CC=C(C)C)CC1 | ? | ? | 2%
Cc1cc(S(=O)(=O)N2CCOCC2)ccc1OCC(=O)Nc1cccc(F)c1 | 8% | -26% | -3%
c1cncc(-c2nc(N3CCOCC3)c3c4c(sc3n2)CCC4)c1 | ? | ? | -9%
CCOc1ccc(-n2c(SCC(=O)N3CCCC3)nc3c([nH]c4ccccc43)c2=O)cc1 | -7% | -5% | 3%
CCc1nn(CCCC(=O)Nc2ccc(C)cc2C)c(=O)c2cc3occc3n12 | -16% | ? | -9%
COc1ccccc1/C=N/n1c(N)c(C(=O)NC2CCCCC2)c2nc3ccccc3nc21 | ? | ? | -3%
COc1cc(/C=N/NC(=O)CCN2CCN(C)CC2)cc2c1OCO2 | -3% | -4% | -7%
O=C(Cn1cnc2c(nnn2Cc2ccc(F)cc2)c1=O)NCc1ccc2c(c1)OCO2 | -26% | ? | -3%
Cc1[nH]nc(-c2ccc(O)cc2O)c1-c1nc2ccccc2s1 | ? | ? | -8%
COc1ccc(S(=O)(=O)N2CCOCC2)cc1NC(=O)c1cccs1 | 9% | 28% | 1%
CC(=O)C1=C(C)NC2=C(C(=O)CC(C)(C)C2)C1C (stereo unspecified) | ? | ? | -9%
COc1cc(OC)c(C2SCCS2)c(OC)c1 | 7% | 7% | 1%
Cc1ccc(C2(C)NC(=O)N(CC(=O)N(C)CC(=O)Nc3cccc(F)c3)C2=O)cc1 (stereo unspecified) | ? | ? | 0%
Clc1ccc(N2CCN(c3cnc4ccccc4n3)CC2)cc1 | 23µM* | ? | -7%
CCOC(=O)c1cnc2c(OC)cccc2c1NCc1cccnc1 | -5% | -5% | -1%
CCCOC(=S)Nc1ccccc1 | -5% | -25% | -1%
CC(C)Oc1ccc(C(=O)Nc2ccc(NC(=O)c3ccco3)c(Cl)c2)cc1 | ? | ? | 3%
CCCn1c(SCC(=O)OCc2ccccc2)nc2c1c(=O)n(C)c(=O)n2C | -17% | -15% | -1%
Clc1ccc(CNc2ncnc3[nH]ncc23)cc1Cl | -2% | ? | /
CCc1cccc(NS(=O)(=O)c2c(C)nc3sc(CC)nn3c2=O)c1 | ? | 21µM* | -1%&1%
N#Cc1ccc[n+](CC(=O)c2ccc(NC(=O)c3ccccc3)cc2)c1 | 10µM* | -22% | -6%
O=C(Cn1nnc2c(cnn2-c2ccc(F)cc2)c1=O)c1ccccc1F | -8% | -21% | ?
CCOC(=O)C1CCN(c2nc(N)c3c(N)nc(SCC(=O)O)cc3c2C#N)CC1 | ? | ? | ?
COc1ccc(CN2CCN(S(=O)(=O)c3ccc(C)cc3)CC2)cc1OC | ? | ? | /
CC1CCN(CCNC(=O)CN(C)S(=O)(=O)c2cccc3nsnc23)CC1 | 4% | -5% | -1%
Cc1ccsc1C(=O)NNC(=O)CCN1CCN(c2ccccc2)CC1 | 0% | 1% | 0%
O=C(NC1CCCCC1)NS(=O)(=O)c1ccc2c(c1)CCC2 | -11% | -17% | /
CC1CCCN(c2nc3nonc3nc2Nc2ccccc2F)C1 (stereo unspecified) | -4% | -3% | -3%
Cc1c(Cl)cccc1NC(=O)c1cccnc1 | -13% | -16% | -4%
COc1cc(C2c3[nH]c4ccccc4c3C[C@@H]3C(=O)N(Cc4ccco4)CC(=O)N23)cc(OC)c1OC (stereo partly specified) | ? | ? | 0%
Clc1cccc(Cl)c1/C=C/c1ccn[nH]1 | 18µM* | 10µM* | -20%
Cc1ccc(/C=N/NC(=O)CSc2nnc(-c3ccc(Cl)cc3)n2-c2ccccc2)o1 | ? | ? | -2%
CC1CCC(NC(=O)c2ccc(NC(=O)CC3SC(N4CCCC4)=NC3=O)cc2)CC1 (stereo unspecified) | ? | ? | -3%
CCNC(=O)C1(C)CCN(Cc2cccc(Oc3ccccc3)c2)C1 (stereo unspecified) | ? | 16µM* | /
CCOC(=O)Oc1ccc2c(c1)C(C)=CC(C)(C)N2C(=O)OCC | -24% | -24% | -26%
CCOC(=O)C(=CNc1ccccc1Cl)C(=O)OCC | -18% | ? | -3%
NC(=O)c1ccc(Oc2ccc(Cl)cc2)c([N+](=O)[O-])c1 | ? | ? | -5%
Cc1ccccc1CN(C)c1ccc(S(=O)(=O)N2CCN(C)CC2)cn1 | -27% | ? | 2%
CCOC(=O)c1c(Oc2ccc(OC)cc2)nnc(-c2ccccc2)c1-c1ccccc1 | 16µM* | ? | -7%
COc1ccccc1NC(=O)CSc1nc2sc(C)c(C)c2c(=O)n1Cc1ccco1 | ? | ? | -8%
COc1ccc(NC(=O)C2CC(=O)N(C)C(=Nc3ccc4c(c3)OCO4)S2)cc1 (stereo unspecified) | -27% | ? | -2%
COc1ccccc1N1CCN(C(=O)CCC(=O)N2CCN(c3ccccc3OC)CC2)CC1 | -29% | ? | -22%
C[N+](C)(CC#Cc1ccccc1)CC(=O)c1ccccc1 | 18µM* | 16µM* | -4%
Cn1c(=O)oc2cc(S(=O)(=O)N3CCCC(C(=O)NCCc4ccc(Cl)cc4)C3)ccc21 (stereo unspecified) | -3% | ? | 1%
Cc1ccc(N(C(=O)c2ccc(Br)o2)C2C=CS(=O)(=O)C2)cc1 (stereo unspecified) | -26% | -23% | 2%
CC(C)NC(=O)C1(C)CCCCN1Cc1ccc(OCc2ccccc2)cc1 (stereo unspecified) | 2.3µM* | 1.6µM* | /
C#CCN(C[C@@H]1[C@@H](OC(=O)NC2CC2)[C@@H](OC(=O)NC2CC2)CN(C(=O)OC(C)C)N1C(=O)OC(C)C)S(=O)(=O)c1ccc(C)cc1 | ? | 16µM* | /
O=C(O)c1cc(N/C(=N\S(=O)(=O)c2ccc(F)cc2)c2ccccc2)ccc1O | 2% | -2% | -14%
S=C(NCCN1CCOCC1)N1CCN(c2cccc(Cl)c2)CC1 | -1% | ? | 0%
CCc1[nH]nc2c1C(c1cccc(OC(=O)N3CCOCC3)c1)C(C#N)=C(N)O2 (stereo unspecified) | -20% | -12% | -12%

# The list goes on.
Structure | TDP1 cell CPT | TDP1 cell noCPT | GCN5L2 inh
O=C(COC(=O)c1ccc([N+](=O)[O-])cc1)Nc1cccnc1Cl | -19% | 1% | /
Cc1ccc(N(CC(=O)NCc2ccc(F)cc2)C(=O)c2snc(C(N)=O)c2N)cc1C | -3% | -8% | -8%
Nn1c(Cc2ccccc2)nc2cc(Cl)ccc2c1=O | 0% | 6% | -7%
O=[N+]([O-])c1ccc(NCc2ccccc2N2CCC(CO)CC2)nc1 | ? | ? | -13%
O=C(COC(=O)Cc1c(Cl)cccc1Cl)Nc1ccc2[nH]c(=O)[nH]c2c1 | -3% | -23% | -1%
COc1ccc(OC)c(S(=O)(=O)Nc2c(NC3CCCCC3)c3ccccc3oc2=O)c1 | ? | ? | ?
CCC(Sc1nc2cc3c(cc2c(=O)n1Cc1ccco1)OCO3)C(=O)NCCOC (stereo unspecified) | -4% | -2% | -18%
O=[N+]([O-])c1ccc(Sc2cccc3cccnc23)cc1 | ? | -22% | -6%
Cc1c(C(=O)NCCN2CCOCC2)oc2ccccc12 | -7% | -23% | 2%
CCOc1ccc2[nH]c(=O)c(CN(CCc3ccccc3)C(=O)N3CCOCC3)cc2c1 | ? | ? | 0%
O=C(/C=C/c1ccccc1Cl)N(c1ccccn1)C1CCCCC1 | ? | 16µM* | -13%
COc1ccc(S(=O)(=O)N2CCN=C2SCc2cccc(F)c2)cc1 | ? | ? | -26%
C[C@H]1CN([C@@H](C)CO)C(=O)CCCn2nncc2CO[C@H]1CN(C)C(=O)c1ccncc1 | 0% | ? | /
O=C(CNS(=O)(=O)c1ccc(Br)cc1)NC1CCCC1 | 9% | 1% | 4%
COc1cccc(-c2cc(C(=O)Nc3ccc(OC)cc3OC)no2)c1 | 4% | -15% | -4%
CCS(=O)(=O)N1Cc2ccccc2CC1C(=O)N(C)CC(=O)Nc1ccc(F)c(F)c1F (stereo unspecified) | -3% | -21% | 3%
CCOc1ccc(S(=O)(=O)NCCC(=O)NCC2CCCO2)cc1 (stereo unspecified) | 5% | 6% | -3%
CC1(C(=O)O)CCCN(C(=O)c2ccc(F)cc2Cl)C1 (stereo unspecified) | 5% | 0% | /
Cc1cccc(NC(=O)c2nc[nH]c2C(=O)Nc2cc(Br)ccc2F)c1 | 13µM* | 8.2µM* | /
Cc1ccc(C)c(N(C(=O)Cc2cccs2)C(C(=O)NC2CCCC2)c2ccc(C)o2)c1 (stereo unspecified) | 23µM* | 13µM* | -4%
CCCN(CCC)S(=O)(=O)c1ccc(Cl)c(OC)c1 | ? | 13µM* | -6%
CNC(=O)Cc1csc2ccc(C)cc12 | 15% | -1% | -15%
Cc1ccnn1CC(=O)N/N=C/c1c[nH]c2ccccc12 | 4% | -15% | -4%
CCCCn1c(CN2C(=O)c3ccccc3C2=O)nc2ccccc2c1=O | -12% | -23% | -7%
COCCNC(=S)N1C2CCC1CC(NC(=O)NC13CC4CC(CC(C4)C1)C3)C2 (stereo unspecified) | -4% | -19% | 3%
CC(O)CCC(=O)NCCNC(=O)CCC(C)O (stereo unspecified) | 26µM* | ? | -2%
O=C(NC(=S)Nc1nc(-c2ccccc2)cs1)c1cccs1 | 13% | -5% | -6%
O=C(NNC(=O)c1cc(-c2ccc(Cl)cc2Cl)nc2ccccc12)Nc1ccccc1 | ? | 21µM* | -9%
Cc1c(Br)c([N+](=O)[O-])nn1CC(=O)Nc1ccc2nc3n(c(=O)c2c1)CCCC3 | 3% | 1% | 2%
Nn1c(-c2ccco2)n[nH]c1=S | -7% | -10% | -8%

# Molecules listed so far that have an NH in an aromatic ring (13):
Structure | TDP1 cell CPT | TDP1 cell noCPT | GCN5L2 inh
COc1ccc(CN(C)C(=O)Cn2cc(C)c(=O)[nH]c2=O)cc1OC | -20% | -1% | /
Cc1cc(=O)[nH]c(-c2cccs2)n1 | 5% | -2% | -5%
CCOc1ccc(-n2c(SCC(=O)N3CCCC3)nc3c([nH]c4ccccc43)c2=O)cc1 | -7% | -5% | 3%
Cc1[nH]nc(-c2ccc(O)cc2O)c1-c1nc2ccccc2s1 | ? | ? | -8%
Clc1ccc(CNc2ncnc3[nH]ncc23)cc1Cl | -2% | ? | /
COc1cc(C2c3[nH]c4ccccc4c3C[C@@H]3C(=O)N(Cc4ccco4)CC(=O)N23)cc(OC)c1OC (stereo partly specified) | ? | ? | 0%
Clc1cccc(Cl)c1/C=C/c1ccn[nH]1 | 18µM* | 10µM* | -20%
CCc1[nH]nc2c1C(c1cccc(OC(=O)N3CCOCC3)c1)C(C#N)=C(N)O2 (stereo unspecified) | -20% | -12% | -12%
O=C(COC(=O)Cc1c(Cl)cccc1Cl)Nc1ccc2[nH]c(=O)[nH]c2c1 | -3% | -23% | -1%
CCOc1ccc2[nH]c(=O)c(CN(CCc3ccccc3)C(=O)N3CCOCC3)cc2c1 | ? | ? | 0%
Cc1cccc(NC(=O)c2nc[nH]c2C(=O)Nc2cc(Br)ccc2F)c1 | 13µM* | 8.2µM* | /
Cc1ccnn1CC(=O)N/N=C/c1c[nH]c2ccccc12 | 4% | -15% | -4%
Nn1c(-c2ccco2)n[nH]c1=S | -7% | -10% | -8%

# High-throughput results: PubChem BioAssay, National Center for Advancing Translational Sciences (NCATS)
